# Compound activity: PubChem BioAssay, Southern Research Specialized Biocontainment Screening Center
# inhibitors of VEEV: inhibitors of VEEV TC-83 cytopathic effect, confirmation, Vero cells (AID 588727); Vero cells, VEEV TC-83 cytopathic effect inhibition; higher % means a stronger effect; inhibition, % at 20 µM; hits with a dose series show IC50 in µM; hit rate 0.13% among 350,000; in the data active = a potency from the dose series; inconclusive = inhibition mostly from about 14% at the one dose, without a potency; inactive = the rest, 99 in 100 with inhibition below about 12%; note: strong numbers were not always called active
# H1N1 NS1A inhibition: H1N1 influenza NS1A inhibitors, functional cell based assay (AID 504329); NS1A functional cell-based assay, percent inhibition; higher % means a stronger effect; inhibition, % at 12.5 µM, or IC50 in µM where a hit was titrated; hit rate 0.3% among 340,000; in the data active = a potency from the dose series; inconclusive = inhibition above about 27% without an active follow-up result; note: strong numbers were not always called active
# M. tuberculosis HTS: M. tuberculosis growth inhibition, HTS (AID 449762); M. tuberculosis H37Rv growth inhibition, 7H9 media; higher % means a stronger effect; one-dose inhibition, % at 25 µM; IC50 in µM for titrated hits; hit rate 0.59% among 330,000; in the data active = a potency from the dose series; inconclusive = inhibition above about 70% without an active follow-up result;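 note: bacterial growth assessed after seven days of incubation; strong numbers were not always called active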
# PhoP GFP inhibition: PhoP regulon inhibitors, Salmonella typhi PhoP promoter GFP reporter, confirmatory (AID 1850); inhibition, % at 50 µM; hits with a dose series show IC50 in µM; hit rate 0.33% among 310,000; Salmonella Typhi PhoP-promoter GFP reporter, fluorescence, 4 h; higher % means a stronger effect; in the data active = a potency from the dose series; inconclusive = inhibition mostly from about 25% at the one dose, without a potency; inactive = the rest, 99 in 100 with inhibition below about 19%;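 note: 0% = induced wells with vehicle and 100% = uninduced wells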
# M. tuberculosis: growth inhibition of non-replicating M. tuberculosis (AID 488890); Mycobacterium tuberculosis non-replicating, growth inhibition; higher % means a stronger effect; hit rate 0.39% among 320,000; one-dose inhibition, % at 25 µM; IC50 in µM for titrated hits; in the data active = a potency from the dose series; inconclusive = inhibition mostly from about 82% at the one dose, without a potency; inactive = the rest, 99 in 100 with inhibition below about 76%;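 note: plate controls were DMSO cells for no effect and high antibiotic wells for full effect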
# inhibitors of VEEV 10K pilot screen: recorded beside inhibitors of VEEV, whose call it bears; inhibition, %; measured here: 10K pilot screen inhibition
# Numbers without * were called inactive; i = inactive; ? = inconclusive; . = not tested or not shown.
SMILES,inhibitors of VEEV,H1N1 NS1A inhibition,M. tuberculosis HTS,PhoP GFP inhibition,M. tuberculosis,others
CN=c1sc(C(=O)Nc2cccc(Cl)c2)cc(=O)n1C,4.8%,21%,-3%,-5%,-2%,
CC(C)(C)S(=O)(=O)N1C[C@H]2CC/C=C\C/C(c3ccccc3)=C\2[C@@H]1CCO,i,-13%,.,.,.,
c1ccc2ncc(-n3cnnn3)cc2c1,4.9%,3%,-3%,-19%,-1%,
C/C=C/c1ccc(OCCCCN(C)Cc2ccccc2)c(OC)c1,1.4%,-8%,13%,0%,?,
CC1(C)CC(=O)C2=C(C1)N(Cc1ccccc1)C(=O)C2(NC(=O)C(C)(C)C)C(F)(F)F (stereo unspecified),i,0%,3%,-5%,1%,
O=C(Nc1ccc(Cl)c(Cl)c1)N1N=CCC1c1ccccc1 (stereo unspecified),1.8%,1%,.,.,.,inhibitors of VEEV 10K pilot screen=2.9
Fc1ccccc1CSc1nc2ccccc2[nH]1,0.2%,-10%,10%,-7%,24%,
COc1ccc(CNC(=O)COC(=O)[C@@H]2CCCN2C(=O)c2cccs2)cc1,9.3%,-18%,3%,.,-13%,
Cc1ccc2c(c1)NC(c1cccs1)C1=C(CC(C)(C)CC1=O)N2 (stereo unspecified),2.3%,0%,2%,5%,4%,
COc1cccc2c1CCc1c-2nc2ccccc2c1C(=O)O,2.5%,-5%,-7%,-1%,-20%,
CCN(CC)c1ccc(C(=O)OCC(=O)Nc2ccccc2-c2ccccc2)cc1,5.0%,-1%,28%,-4%,51%,
CCN(CC)C(=O)[C@H]1CC(CC(=O)NCCN2CCOCC2)C(=O)N2CCc3c([nH]c4ccc(OC)cc34)[C@]12C (stereo partly specified),i,-26%,.,.,.,
Cc1ccc(N(CC(=O)Nc2ccccc2-c2ccccc2)S(=O)(=O)c2ccccc2)c(C)c1,i,-8%,3%,-9%,38%,
Cn1cccc1CC(=O)N/N=C/c1ccc(Cl)cc1,7.4%,-21%,3%,14%,6%,
Cc1c(C(=O)O)cccc1-n1c(C)cc(/C=C2\C(=O)NC(=O)N(c3ccc4c(c3)OCO4)C2=O)c1C,1.2%,-1%,-4%,-9%,0%,

# A draw from above in order of length of the SMILES, rising:
SMILES,inhibitors of VEEV,H1N1 NS1A inhibition,M. tuberculosis HTS,PhoP GFP inhibition,M. tuberculosis,others
Fc1ccccc1CSc1nc2ccccc2[nH]1,0.2%,-10%,10%,-7%,24%,
Cn1cccc1CC(=O)N/N=C/c1ccc(Cl)cc1,7.4%,-21%,3%,14%,6%,
CN=c1sc(C(=O)Nc2cccc(Cl)c2)cc(=O)n1C,4.8%,21%,-3%,-5%,-2%,
Cc1ccc2c(c1)NC(c1cccs1)C1=C(CC(C)(C)CC1=O)N2 (stereo unspecified),2.3%,0%,2%,5%,4%,
CC(C)(C)S(=O)(=O)N1C[C@H]2CC/C=C\C/C(c3ccccc3)=C\2[C@@H]1CCO,i,-13%,.,.,.,

# The listing continues.
SMILES,inhibitors of VEEV,H1N1 NS1A inhibition,M. tuberculosis HTS,PhoP GFP inhibition,M. tuberculosis,others
CS(=O)(=O)Nc1ccccc1C(=O)N1CCN(c2ccccc2)CC1,.,.,-10%,4%,-12%,
COc1cccc(N(C(=O)Cc2cccs2)C(C(=O)NC2CCCC2)c2ccncc2)c1 (stereo unspecified),1.1%,5%,7%,12%,22%,
Cc1cc(=O)[nH]c(SCC(=O)N2CCC(Cc3ccccc3)CC2)n1,1.7%,-12%,4%,-14%,.,
CCOC(=O)N1CCN(Cc2nc(-c3cccc(Cl)c3)no2)CC1,i,-5%,12%,7%,?,
COCCN1C(=O)N[C@@H](c2cccc(F)c2)C(C(=O)OC)=C1C,0.7%,0%,-6%,-33%,-8%,
COC(=O)COc1ccc2oc(=O)cc(-c3cc4ccccc4o3)c2c1,2.0%,4%,52%,8%,?,
COc1ccc(Cc2nnc(SCC(=O)c3ccc(OC)cc3)o2)cc1,0.7%,-3%,7%,5%,79%,
CCC(=O)Nc1ccc(SC#N)cc1C,i,-2%,-4%,6%,4%,
CN1C2CCC1CC(OC(=O)c1ccc(Cl)cc1)(C(=O)O)C2 (stereo unspecified),i,3%,-3%,-5%,-20%,
CC(C)CCCC(C)CCOC(=O)CN1CCCC1 (stereo unspecified),i,-1%,-4%,-7%,-8%,
Cc1cccc(NC(=O)C(=O)NCCc2c[nH]c3ccccc23)c1C,3.3%,6%,-5%,1%,12%,
COc1ccc(O)c(C2=Nc3ccccc3N=C(c3cccs3)C2)c1,0.1%,4%,0%,5%,2%,
CCCCCCn1c(=O)c(-c2ccccc2)c(O)c2ccccc21,6.5%,-18%,0%,-8%,39%,
CCCCNc1c(-c2ccc(SC(C)CC)cc2)nc2ccccn12 (stereo unspecified),1.5%,-7%,?,-2%,61%,inhibitors of VEEV 10K pilot screen=0.0
Cc1ccccc1NC(=O)Cc1nc(COC(=O)Cc2c(F)cccc2Cl)cs1,8.2%,0%,-6%,.,68%,
COc1cc(NC(=O)c2ccc(C)cc2C)ccc1NC(=O)c1cccs1,2.4%,0%,0%,-8%,1%,
CCN(Cc1ccncc1)C(=O)c1cccc(S(=O)(=O)N2CCOCC2)c1,i,0%,2%,4%,2%,
COc1ccc(NC2c3ccccc3C(=O)N2c2cccnc2)cc1 (stereo unspecified),0.3%,-3%,-3%,7%,7%,
COc1ccc(N2CCC(CNS(=O)(=O)c3cccc(C(F)(F)F)c3)C2)cc1 (stereo unspecified),i,-23%,-2%,-6%,8%,
C=CCN1C(=O)CN=C1Nc1cccc(C)c1,0.1%,-2%,-5%,5%,-8%,
O=C(COC(=O)c1ccncc1)c1ccc(Cl)c(Cl)c1,i,-5%,2%,1%,76%,
CC1=C2C(CCS2(=O)=O)CC2(C1)C(=O)OC(C)(C)OC2=O (stereo unspecified),1.8%,4%,0%,-3%,5%,
O=C(Nc1nc(-c2cccnc2)cs1)c1ccccc1[N+](=O)[O-],2.5%,-9%,-8%,4%,0%,
COC(=O)/C=c1\[nH]c2nnc(C)n2c1=O,0.1%,6%,-4%,0%,-4%,
O=C(O)CCC(=O)NNC(=O)COc1cccc(Cl)c1,1.3%,1%,-8%,-21%,-21%,
O=C(c1ccc(S(=O)(=O)N2CCCCC2)cc1)N1CCN=C1SCc1cccnc1,1.9%,2%,0%,-6%,-22%,
CC1(C)ON(C2CCCCC2)[C@H]2c3nc4ccccc4n3C[C@H]21,0.1%,-7%,6%,-12%,5%,
CC1C(=O)Nc2ccc(S(=O)(=O)NCc3ccc(Cl)cc3)cc2NC1=O (stereo unspecified),3.5%,2%,-4%,-4%,12%,
Cc1nc(CC(=O)N/N=C/c2ccc(OCC(=O)O)cc2)cs1,i,-11%,2%,-6%,6%,
Cc1cccc(NC(=O)CSc2ccc(-c3ccc4c(c3)OCO4)nn2)c1C,i,-5%,-12%,-21%,-16%,
CCOc1ccc(CCNC(=O)c2ccc(CS(=O)Cc3cccc(Cl)c3)o2)cc1 (stereo unspecified),4.3%,5%,6%,10%,26%,
Fc1ccc(NC(=S)NCCN2CCOCC2)c(F)c1F,0.7%,-2%,2%,0%,16%,
CCOC(=O)CNC(=O)c1c(C)nn(-c2ccccc2)c1Cl,0.6%,5%,0%,6%,12%,
CC(C)(C)OC(=O)C(C)(C)O/N=C(\C(=O)O)c1csc(N)n1,7.8%,-7%,1%,2%,-5%,
COc1ccc(NS(=O)(=O)c2cccc(C(=O)NNC(=O)CNC(=O)c3ccccc3F)c2)cc1,2.4%,-6%,-3%,10%,-14%,
CC1CCCN(C(=O)c2nn(C)c3c2CSc2ccccc2-3)C1 (stereo unspecified),1.9%,4%,-9%,-6%,-2%,
O=C(Cc1ccccc1)N1CCN(Cc2ccc([N+](=O)[O-])cc2)CC1,0.9%,-6%,-11%,-1%,14%,
N#Cc1ccc(OCC(O)CS(=O)(=O)c2ccccc2)cc1 (stereo unspecified),0.9%,-6%,0%,0%,-12%,
Cc1cc2cc(C)c(NCCNC(=O)c3ccccc3Cl)nc2cc1C,0.2%,5%,19%,-4%,39%,
CSc1ccc(C(=O)C2CCCN(Cc3ccn[nH]3)C2)cc1 (stereo unspecified),1.8%,-5%,0%,3%,6%,
Cc1nnc(SCC(=O)NC(C)(C)C)n1NCc1cccc(Br)c1,1.5%,-8%,-1%,6%,-3%,
CCS(=O)(=O)N1CCN(Cc2ccccc2OC)CC1,0.3%,0%,7%,4%,6%,
Cc1cc(C(=O)O)cc(S(=O)(=O)Nc2c(C)nn(C)c2C)c1C,0.4%,9%,-1%,.,-4%,
Nn1c(COc2ccccc2F)nnc1SCC(=O)NC1CC1,0.3%,8%,-4%,4%,2%,
Cc1ccc(/C=N/NC(=O)Cc2c[nH]c3ccccc23)c(C)c1,1.8%,11%,-4%,7%,17%,inhibitors of VEEV 10K pilot screen=4.1

# Among those listed so far, these contain a thiophene ring, fused or not:
SMILES,inhibitors of VEEV,H1N1 NS1A inhibition,M. tuberculosis HTS,PhoP GFP inhibition,M. tuberculosis,others
COc1ccc(CNC(=O)COC(=O)[C@@H]2CCCN2C(=O)c2cccs2)cc1,9.3%,-18%,3%,.,-13%,
Cc1ccc2c(c1)NC(c1cccs1)C1=C(CC(C)(C)CC1=O)N2 (stereo unspecified),2.3%,0%,2%,5%,4%,
COc1cccc(N(C(=O)Cc2cccs2)C(C(=O)NC2CCCC2)c2ccncc2)c1 (stereo unspecified),1.1%,5%,7%,12%,22%,
COc1ccc(O)c(C2=Nc3ccccc3N=C(c3cccs3)C2)c1,0.1%,4%,0%,5%,2%,
COc1cc(NC(=O)c2ccc(C)cc2C)ccc1NC(=O)c1cccs1,2.4%,0%,0%,-8%,1%,

# The list goes on:
SMILES,inhibitors of VEEV,H1N1 NS1A inhibition,M. tuberculosis HTS,PhoP GFP inhibition,M. tuberculosis,others
O=C(CCSCCC(=O)NCc1cccs1)NCc1cccs1,1.1%,1%,-2%,-4%,34%,
CC(=O)CCc1c(C)c2cc(C)ccc2[nH]c1=O,1.5%,-5%,3%,-10%,23%,
O=C(O)CCc1ccc(-c2ccc(Br)cc2)n1NC(=O)c1ccc([N+](=O)[O-])cc1,0.9%,11%,5%,6%,9%,
CN(C)C(=O)c1ccc(NC(=O)c2sccc2-c2ccccc2)cc1,4.0%,-2%,-5%,-11%,-3%,
CCOC(=O)c1nnn(CC(=O)NC(=O)Nc2ccccc2)c1C(=O)OCC,5.4%,13%,0%,4%,-3%,
CCOC(=O)CSc1nc(-c2ccccc2)nc2ccc(F)cc12,i,-31%,-9%,-5%,0%,
C=CCSc1nnc2c(n1)-c1cccc3cccc-2c13,4.4%,13%,2%,-2%,49%,
COc1ccc(C(=O)/C=C/c2ccc(OC3CSC3)cc2)cc1,2.3%,-5%,1%,-1%,80%,
COc1ccc(N2CCN(C(=O)CN(C)S(=O)(=O)c3cnc[nH]3)CC2)cc1,0.6%,-2%,5%,-9%,0%,
C=CCOc1c(Br)cc(/C=N/NC(=O)Cc2ccc(C(F)(F)F)cc2[N+](=O)[O-])cc1OC,0.8%,-1%,0%,-3%,-8%,
COc1ccc(S(=O)(=O)N2CCOCC2)cc1NC(=O)CSc1nnnn1C1CC1,0.5%,-6%,-12%,.,15%,
CNc1oc(Cc2ccccc2)nc1S(=O)(=O)c1ccccc1,i,7%,-5%,5%,-8%,
COC(=O)C1=C(N)Oc2cc(C)oc(=O)c2C1c1cccnc1 (stereo unspecified),1.3%,-6%,-13%,-11%,-3%,
COc1ccc(OCCC(=O)OCC(=O)Nc2cccc(S(=O)(=O)N3CCCCC3)c2)cc1,i,-25%,-4%,.,21%,
COCC(=O)Nc1ccccc1C(=O)NC(C)C,3.0%,1%,-3%,-3%,2%,
Cc1c(Cl)cccc1NC(=S)NC(=O)c1cncc(Br)c1,i,9%,12%,0%,59%,
O=C(Nc1cccc(-c2ccc(N3CCCCC3)nn2)c1)C(F)(F)F,0.3%,7%,5%,-5%,23%,
CC12CCC(O)CC1=CCC1C2CCC2(C)c3[nH]ncc3CC12 (stereo unspecified),i,1%,.,.,.,

# Reprinted from the entries so far for reference:
SMILES,inhibitors of VEEV,H1N1 NS1A inhibition,M. tuberculosis HTS,PhoP GFP inhibition,M. tuberculosis,others
Cc1c(Cl)cccc1NC(=S)NC(=O)c1cncc(Br)c1,i,9%,12%,0%,59%,
O=C(Nc1cccc(-c2ccc(N3CCCCC3)nn2)c1)C(F)(F)F,0.3%,7%,5%,-5%,23%,
CC12CCC(O)CC1=CCC1C2CCC2(C)c3[nH]ncc3CC12 (stereo unspecified),i,1%,.,.,.,
